Bioassay records as filed in PubChem.
HTT ATP protect = cytoprotection in Huntington HTT-Q103 PC12 cell model; PC12 HTT-Q103 induced, cytoprotection, ATP luminescence, 40 h; Potency, µM (top dose mostly 56.4 µM), for inactives: cytoprotection (ATP increase), usual class: activators; 230,000 compounds, 0.14% hits;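 note: potency is the fitted concentration of half-maximal effect; % of control where 0% means no effect; nearly all actives have a fitted effect of over 45% in size; toxic huntingtin expression switched on by the ecdysone agonist tebufenozide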
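Compounds added alongside 100 nM tebufenozide, which induces toxic Q103 huntingtin exon 1-GFP in stable PC12 cells; surviving cells quantified by luminescent ATP measurement. Medium: phenol red-free DMEM, 5% equine and 5% calf serum.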
Lamin A splicing = modulators of lamin A splicing. HeLa LMNA splicing GFP/RFP minigene ratio, 48 h. Potency, µM (doses to about 46.1 µM), for the others: at the top dose ratio change, negative = inhibition, usual class: inhibitors. 200,000 compounds, 0.01% hits. AID 1487; active = well fitted inhibition curve with a large enough effect in the signal ratio, with a control signal flat, not every such curve was filed as active; inconclusive = small, poorly fitted or top-dose-only effect, or effect the other way, or a change in a side signal; the % refers to the signal ratio; note: potency is the fitted concentration of half-maximal effect; % is set by controls: 0 for no effect and ±100 for the full control effect
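Read-out is the ratio of GFP to DsRed2 object intensity, acquired by 488 nm laser-scanning cytometry on HeLa lamin A-EGFP minigene reporter cells. Compound incubation 48 hrs at 37 °C in Opti-MEM with 2% FBS; DMSO 0.5% final.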
CBFb-RUNX1 inh = CBF-beta/RUNX1 interaction disruption; 230,000 tested, under 10 active; Potency, µM (highest dose often 59.8 µM), inactives show top-dose activity, negative = inhibition, hits mostly inhibitors; AID 1477; Q01196+Q13951; AlphaScreen CBFb-His/RUNX1-biotin binding, biochemical; note: % of control where 0% means no effect
Target sequence (Q01196 whole entry, looked up): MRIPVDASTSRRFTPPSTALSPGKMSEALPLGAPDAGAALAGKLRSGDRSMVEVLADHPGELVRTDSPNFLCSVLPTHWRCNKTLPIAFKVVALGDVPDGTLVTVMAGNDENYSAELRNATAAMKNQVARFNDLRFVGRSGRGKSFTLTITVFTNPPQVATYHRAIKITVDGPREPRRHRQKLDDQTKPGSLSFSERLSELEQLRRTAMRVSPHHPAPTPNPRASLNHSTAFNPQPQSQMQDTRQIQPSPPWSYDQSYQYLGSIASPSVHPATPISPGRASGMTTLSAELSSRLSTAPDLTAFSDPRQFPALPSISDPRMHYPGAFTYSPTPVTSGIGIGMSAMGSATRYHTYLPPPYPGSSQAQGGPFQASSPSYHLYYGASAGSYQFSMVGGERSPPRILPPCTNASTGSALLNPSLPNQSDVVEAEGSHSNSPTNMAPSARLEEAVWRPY
Target sequence (Q13951 whole entry, looked up): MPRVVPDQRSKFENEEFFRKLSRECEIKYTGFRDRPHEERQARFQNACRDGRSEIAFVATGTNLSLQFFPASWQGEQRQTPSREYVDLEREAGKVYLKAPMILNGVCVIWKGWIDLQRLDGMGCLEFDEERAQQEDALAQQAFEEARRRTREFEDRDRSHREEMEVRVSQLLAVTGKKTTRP
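Proteins preincubated together for 20 min at RT before compound addition; 15 min later, nickel and streptavidin beads were added and left 90 min prior to AlphaScreen measurement.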
IMPase Li inh = IMPase inhibition in cells with lithium potentiation; CHO-M1 cells, IP1 TR-FRET (IP-One), carbachol + lithium; Potency, µM (series often up to 59.4 µM), for the others: top-dose activity, negative = IMPase inhibition, actives largely listed as inhibitors; 210,000 compounds, 0.35% hits;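 note: IP1 builds up when IMPase is blocked and the TR-FRET signal falls; potency is the fitted concentration of half-maximal effect; plate controls were basal vehicle for no effect and high inhibitor control for full effect; nearly all actives have a fitted effect of over 50% in size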
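Steps: plate 2000 CHO-M1 cells per well and culture 16–30 h; add compound and lithium; incubate 30 min, 37C; add d2-IP1 tracer and Eu cryptate anti-IP1 antibody in lysis buffer; read after 10 min at room temperature.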
Luc counter = counter-screen: inhibitors of Kinase-Glo firefly luciferase | Potency, µM (top dose mostly 38.3 µM), for inactives: at the top dose activity change, negative = inhibition, most hits filed as inhibitors | 200,000 compounds, 0.28% hits | Q27757 | Kinase-Glo luciferase, ATP luminescence, 8 min | AID 1379; note: potency is the fitted concentration of half-maximal effect; % is set by controls: 0 for no effect and ±100 for the full control effect; nearly all actives have a fitted effect of over 60% in size
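Inhibition of Kinase-Glo luciferase light generation was assessed at 10 uM ATP in pH 7.2 imidazole buffer, with luminescence measured after eight minutes at ambient temperature.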
HttQ103 aggreg = inhibitors of mutant huntingtin aggregate formation in PC12 cells. PC12 HttQ103-GFP aggregates, Acumen cytometry, 40 h. Potency, µM (titrated, usually from 46.1 µM), for inactives: at the top dose activity change, negative = inhibition, most hits filed as inhibitors. 220,000 compounds, 1.1% hits; note: potency is the fitted concentration of half-maximal effect; % is set by controls: 0 for no effect and ±100 for the full control effect; nearly all actives have a fitted effect of over 60% in size
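Inducible Q103 Huntingtin exon 1–GFP PC12 line, 1500 cells/well in phenol red free DMEM with 5% equine and 5% calf serum. Tebufenozide 100 nM induced expression; compounds titrated; aggregates quantified by cytometry.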
SMN2 splice up = increases expression of the SMN2 splice variant; HEK293 SMN2-luciferase splicing reporter, luminescence, 30-36 h; Potency, µM (series often up to 46.1 µM), inactives show at the top dose activity change, positive = activation, hits mostly activators; 210,000 compounds, 2.8% hits; AID 1458; note: potency is the fitted concentration of half-maximal effect; % of control where 0% means no effect; nearly all actives have a fitted effect of over 55% in size
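HEK293 cells carry an SMN2 […]–luciferase reporter in which exon 7 inclusion puts luciferase in frame. Cells were plated 10-12 h before compound addition, then incubated 30-36 h at 37C. ONE-Glo luminescence was read; sodium butyrate at 4.5 mM final served as control.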
* hit, by the source's call; ? = inconclusive; . = not tested or not shown; [ ] = another dose, or the depositor's remark. Unless noted, calls come from the whole dose curve; as a rule, active = well fitted curve in the direction sought with a large enough effect; inconclusive = small, poorly fitted or top-dose-only effect, or another doubt; inactive = no such curve, though single readings can be large; an effect the other way counts as inactive or inconclusive.

SMILES | HTT ATP protect | Lamin A splicing | IMPase Li inh | SMN2 splice up | CBFb-RUNX1 inh | HttQ103 aggreg | Luc counter
COc1ccc(C(=O)N2CCN(S(=O)(=O)c3ccc(Cl)cc3)CC2)cc1OC | 8%[10 µM] | -10% | 23%[38.3 µM] | 0% | 6% | -3% | -2%
O=C(CSc1nc(-c2ccccc2)c(-c2ccccc2)[nH]1)NCC1CCCO1 (centres undefined) | -39% | . | -1% | 16% | 2% | 12% | -1%
O=C(c1coc(=O)c(Br)c1)N1CCCc2ccccc21 | 7% | 34% | 3%[38.3 µM] | 1% | ? | -6% | -7%
CSc1nc(N(C)C)nc(N(C#N)CCOC(C)=O)n1 | -15% | . | -4% | 15% | 5% | -22% | -2%
CCOc1ccc(NS(=O)(=O)c2ccc3[nH]c(=O)c(=O)[nH]c3c2)cc1 | -12% | -21%[46 µM] | -2% | 9% | 3% | 7% | 0%
CCOC(=O)C1=C(C)NC2=C(C(=O)CC(c3ccc(OC)c(OC)c3)C2)C1c1ccc(C)o1 (centres undefined) | -37% | -3% | -7%[38.3 µM] | 13% | -9% | 28% | -5%
Cc1ccc2nc(/C(C#N)=N/O)[nH]c2c1 | 13%[10 µM] | 18% | 8%[38.3 µM] | 5% | 18% | -18% | 0%
CN1CCc2c(sc3c2C(=O)NC(c2ccc4c(c2)OCO4)N3)C1 (centres undefined) | 6% | -4% | 20%[38.3 µM] | 28% | 2% | -1% | -2%
O=C(COc1cccc(Cl)c1)Nc1cc(S(=O)(=O)N2CCOCC2)ccc1N1CCOCC1 | -3%[10 µM] | . | . | . | 1% | -18%[9.22 µM] | .
CCOC(=O)c1ccc(NC(=O)c2nc[nH]c2C(=O)N2CCN(C(=O)OC(C)(C)C)CC2)cc1 | 4%[10 µM] | . | . | . | 10% | -16%[9.22 µM] | .
COc1ccc(NC(=O)c2cc3c(Cl)nc4ccccc4c3s2)cc1OC | -32%[10 µM] | 1% | 8% | -37%[inhibitor] | 10% | -18% | -3%
COP(=O)(OC)C(NC(=O)Nc1ccccc1)c1ccccc1 (centres undefined) | 31%[10 µM] | . | . | . | 0% | 0%[9.22 µM] | .
CCCCNC(=O)CC1NCCNC1=O (centres undefined) | -23% | . | -3% | -5% | -4% | -2% | 0%
O=S(=O)(N1CCOCC1)N1CCCN(S(=O)(=O)N2CCOCC2)CC1 | 1% | 4% | 11%[38.3 µM] | ? | 4% | 18% | -1%
OCC1(CCCc2ccccc2)CCN(C2CCSCC2)CC1 | -5%[10 µM] | . | 17% | . | 13% | -6%[9.22 µM] | .
O=C(O)c1ccc(NS(=O)(=O)c2cccc3nsnc23)cc1 | -5%[10 µM] | -5% | -1%[38.3 µM] | -6% | 2% | 0% | -2%
CC(C)Nc1nnc(SCC(=O)/C=C2\N(C)c3ccccc3C2(C)C)s1 | 1%[10 µM] | -15% | 1% | -38%[inhibitor] | -11% | 13% | 1%
O=C(O)C1CCCN(S(=O)(=O)c2ccc(F)cc2)C1 (centres undefined) | 6% | -1% | 19%[38.3 µM] | 1% | -4% | -12% | 0%
CCCc1nc(SCC(=O)Nc2nnc(CC)s2)c2c(C)c(C)sc2n1 | 5% | 12% | 3%[38.3 µM] | -26% | -7% | 3% | 2%
O=C1CC(c2ccccc2)CC(O)=C1C=NCc1ccccc1Cl (centres undefined) | -92%[inhibitor] | ? | 3%[38.3 µM] | -8% | -3% | 7% | 0%
COc1ccc(-c2csc(Nc3ncccc3C)n2)cc1OC | -44%[inhibitor] | -9% | 38%[38.3 µM] | ? | -12% | -2% | 8%
CCOC(=O)c1c(C)[nH]c(C(=O)COC(=O)COc2ccccc2C=O)c1C | 8%[10 µM] | ? | 1% | -4% | 0% | 2% | -1%
Cc1nc2ccc(S(=O)(=O)NCC(=O)Nc3cccc(F)c3)cc2s1 | -10% | 3%[46 µM] | ? | 0% | -5% | -12% | 5%
Cc1ccnc(SCC(=O)O)n1 | 1% | 0% | -6%[38.3 µM] | 5% | 6% | -4% | -3%
Cc1ccc(C(CCN)c2ccco2)cc1 (centres undefined) | 2% | 3% | 26%[38.3 µM] | 16% | 3% | 7% | -1%
CCN(CC(=O)Nc1ccccc1OC)CC(=O)Nc1ccccc1-c1ccccc1 | 2% | . | 7% | . | -18% | ? | .
COc1ccc(N2C(=O)CC(Nc3ccc(F)cc3)C2=O)c([N+](=O)[O-])c1 (centres undefined) | 19% | . | 15% | 12% | 8% | 15% | 5%
CCCN1C/C(=C/c2ccc3c(c2)OCO3)C(=O)/C(=C/c2ccc3c(c2)OCO3)C1 | -13%[10 µM] | ? | 5% | -73%[inhibitor] | 0% | 9% | 3%
CC(C)CC(=O)NC1(C(F)(F)F)C(=O)Nc2c1c(=O)n(C)c(=O)n2C (centres undefined) | -6% | ? | 11%[38.3 µM] | -7% | 4% | -15% | 1%
COc1ccc(C2CCN(Cc3cccnc3)CC2O)cc1 (centres undefined) | -3%[10 µM] | 5% | -3%[38.3 µM] | -23% | 9% | -4% | -4%
COc1ccc(NC2=C(Cl)C(=O)N(c3ccccc3)C2=O)c(OC)c1 | 13% | -24%[46 µM] | 15% | 9% | -7% | -4% | 2%
NNC(=O)c1cc(Cl)ccc1Cl | -17%[10 µM] | -4% | 12% | -11% | 0% | 9% | -1%
COc1cccc(CN2CCN(C3CCN(c4ccccc4C)CC3)CC2CCO)c1 (centres undefined) | -4%[10 µM] | 6%[46 µM] | 23% | . | -4% | -8%[9.22 µM] | -1%
Cc1cc(C)c(NC(=O)/C(C#N)=C/c2ccc(OCc3ccc(F)cc3)cc2)c(C)c1 | 24%[10 µM] | -10% | 15% | -7% | -1% | 18% | 2%
COCCCNC(=O)C1CCN(S(=O)(=O)c2c(C)noc2/C=C\c2ccc(OC)cc2)CC1 | -43%[inhibitor] | 6% | 14%[38.3 µM] | ? | 4% | -9% | -2%
Cc1cccc(NC(=O)CSc2n[nH]c(-c3ccncc3)n2)c1 | -4%[10 µM] | 6% | -5%[38.3 µM] | -7% | -2% | 15% | -2%
COC(=O)Cn1cnc2sc(C)c(S(=O)(=O)N3CCC(C)CC3)c2c1=O | -7%[10 µM] | 10% | 5% | 19% | 8% | 6% | -2%
Oc1cccc(/C=N/NC(=S)Nc2cccnc2)c1O | . | ? | 4% | -82%[inhibitor] | . | ? | -3%
Cc1ccc(-c2csc(-c3ccncc3)n2)cc1 | . | ? | 10% | ? | 3% | . | -2%
C/C(=N\Nc1cccc(Cl)c1)c1ccc(-n2ccnc2)cc1 | 5%[10 µM] | 10% | 17% | -11% | -5% | -8% | 1%
Cc1cc(C)c(S(=O)(=O)c2ccccc2)c(OC(=O)c2ccc(Cl)cc2Cl)n1 | 9% | 3% | -15%[38.3 µM] | 8% | 0% | 2%[9.22 µM] | 2%
COc1ccc2c(c1)[nH]c1c(=O)n(CCC3=CCCCC3)cnc12 | 5% | 2% | 23%[38.3 µM] | 22% | 10% | 4% | -2%
CCOC(=O)N1CCN(C(=O)c2cc(C)no2)CC1 | -11% | 2% | -8%[38.3 µM] | -3% | 0% | 5% | 17%
COC(=O)c1cc(=O)nc2sc(-c3ccccc3)nn12 | 36% | -2% | -15%[38.3 µM] | 4% | 7% | 9% | 0%
O=C(Nc1ccc([N+](=O)[O-])cc1)Nc1ccc(OC(F)F)c(Cl)c1 | . | ? | 8% | -86%[inhibitor] | -1% | 11µM* | 0%
O=[N+]([O-])c1ccc(-n2ccnc2)cc1 | 5%[10 µM] | . | . | . | 1% | -5%[9.22 µM] | .
CCCCCC(O)/C=C/C=O (centres undefined) | -40%[inhibitor] | . | -2% | -3% | 1% | . | -2%
O=C1c2ccccc2C2(c3ccc(F)cc3)NCCN12 (centres undefined) | -25% | 17%[46 µM] | 6% | 8% | 7% | 11% | 0%
O=C(O)c1ccccc1-c1ccccc1C(=O)Nc1ccc(-c2nc3cc(Cl)ccc3o2)cc1 | 12%[10 µM] | . | . | . | -3% | 8%[9.22 µM] | .
Nc1cc(N2CCOCC2)c(Cl)cc1[N+](=O)[O-] | 1%[10 µM] | ? | 0% | -7% | 13% | -8% | 6%

Brought forward from above: 2 entries, then new ones.
SMILES | HTT ATP protect | Lamin A splicing | IMPase Li inh | SMN2 splice up | CBFb-RUNX1 inh | HttQ103 aggreg | Luc counter
O=C(O)c1ccccc1-c1ccccc1C(=O)Nc1ccc(-c2nc3cc(Cl)ccc3o2)cc1 | 12%[10 µM] | . | . | . | -3% | 8%[9.22 µM] | .
Nc1cc(N2CCOCC2)c(Cl)cc1[N+](=O)[O-] | 1%[10 µM] | ? | 0% | -7% | 13% | -8% | 6%
Cc1occc1C(=O)NNC(=S)Nc1ccccc1 | -18%[10 µM] | -7% | -10% | ? | 8% | -27% | -1%
COc1cnn(Cc2ccccc2)c(=O)c1SCc1ccccc1 | . | ? | -2% | 19% | 6% | 16% | -1%
CC1=C(C(=O)OCc2ccc3c(c2)OCO3)C(c2ccc(F)cc2)NC(=O)N1 (centres undefined) | -38%[inhibitor] | ? | 0%[38.3 µM] | -46%[inhibitor] | -4% | 1.4µM* | 1%
O=C(NCc1ccc2c(c1)OCO2)c1ccc2c(=O)n(C3CCCC3)c(=O)[nH]c2c1 | -28% | 17% | 4%[38.3 µM] | -9% | -2% | ? | 9%
Cc1nnsc1SCCNC(=O)c1c(F)cccc1F | 6%[10 µM] | 10% | 16%[38.3 µM] | 0% | 13% | 0% | 3%
Cc1cc(OC(=O)c2c(Cl)cccc2Cl)nc(C)n1 | 10%[10 µM] | ? | 45%[activator][38.3 µM] | 0% | 0% | 23% | 2%
O=C(C1CCC(CNS(=O)(=O)c2ccc(F)cc2)CC1)N1CCOCC1 (centres undefined) | -2% | . | -2% | . | 0% | -17% | .
CC1CCN(Cc2cnc(Cl)s2)CC1 | 8%[10 µM] | 1% | 4%[38.3 µM] | -3% | 1% | 0% | 1%
COc1ccccc1C1(CC(=O)Nc2nccs2)CCOC(C(C)C)C1 (centres undefined) | -47%[inhibitor] | 11% | 1%[38.3 µM] | -7% | 0% | -12% | -1%
O=C(CP(=O)(c1ccccc1)c1ccccc1)N1CCOCC1 | 17%[10 µM] | 12%[46 µM] | 11% | . | 8% | 18%[9.22 µM] | 0%
COC(=O)/C=C1/N/C(=N\c2nc(C)cc(C)n2)N(c2ccc(C)c(C)c2)C1=O | -4%[10 µM] | ? | -11% | -19% | 17% | 29% | 6%
